Source: PubChem
AGP1 TOR yeast – modulators of TOR pathway AGP1-GFP in S. cerevisiae. GFP response vs DMSO, % at 10 µM. S. cerevisiae AGP1-GFP multiplex flow cytometry, 3 h; GFP as percent of DMSO wells. 320,000 tested, 0.02% active. AID 2066;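 active = GFP response relative to DMSO above a set limit, near screen average plus 3 SD, cut at about 150% in these data; inconclusive = fewer than 70 cells counted for the yeast strain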;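 note: median GFP channel fluorescence of the gated AGP1 strain per well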
AHR activator – activates the human aryl hydrocarbon receptor. AHR-responsive luciferase reporter cells, luminescence. activation, % at 5 µM. 320,000 tested, 2.5% active. AID 2796; in the data active = activation above about 47%;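 note: 0% = vehicle wells and 100% = reference agonist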
MEP2-GFP yeast – yeast TOR pathway MEP2-GFP modulation. S. cerevisiae MEP2-GFP strain, flow cytometry GFP, 3 h; 100% = DMSO control level. GFP response vs DMSO, % at 10 µM. 330,000 tested, 0.51% active;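 active = GFP response versus DMSO above a set limit, roughly screen mean plus 3 SD, cut at about 180% in these data; inconclusive = fewer than 70 cells counted for a yeast strain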;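 note: median GFP fluorescence of the barcode-gated MEP2-GFP cells per well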
CIT2-GFP yeast – modulators of TOR pathway CIT2-GFP in S. cerevisiae; S. cerevisiae CIT2-GFP strain, flow cytometry, 3 h; 100 means same as DMSO wells; GFP response vs DMSO, % at 10 µM; 320,000 tested, 0.065% active; AID 2029;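 active = GFP response relative to DMSO above a set limit, near the screen mean plus 3 SD, cut at about 150% in these data; inconclusive = Fewer than 70 cells measured for a yeast strain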;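 note: ratio of well median GFP fluorescence to mean of DMSO wells on the plate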
LAP4 TOR yeast – yeast TOR pathway LAP4-GFP modulation; 320,000 tested, 0.34% active; GFP response vs DMSO, % at 10 µM; S. cerevisiae LAP4-GFP multiplex, flow cytometry GFP, 3 h; median GFP as percent of DMSO wells; AID 2023;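 active = GFP response vs DMSO above a set limit, about the screen mean plus 3 SD, cut at about 150% in these data; inconclusive = under 70 cell events counted for the yeast strain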
proCasp7 act – counter-screen for procaspase-3 activators: activators of human procaspase-7. P55210. recombinant procaspase-7, Ac-DEVD-pNA absorbance 405 nm; D23A/D198A/D206A triple mutant, cannot self-cleave; scale: DMSO 0, 5 µM enzyme 100. activation, % at 8.5 µM. 330,000 tested, 0.093% active. AID 463210;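 active = percent activation above the screen-wide mean plus 3 SD, cut at about 25% in these data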
Target sequence (P55210 whole entry D23A/D198A/D206A): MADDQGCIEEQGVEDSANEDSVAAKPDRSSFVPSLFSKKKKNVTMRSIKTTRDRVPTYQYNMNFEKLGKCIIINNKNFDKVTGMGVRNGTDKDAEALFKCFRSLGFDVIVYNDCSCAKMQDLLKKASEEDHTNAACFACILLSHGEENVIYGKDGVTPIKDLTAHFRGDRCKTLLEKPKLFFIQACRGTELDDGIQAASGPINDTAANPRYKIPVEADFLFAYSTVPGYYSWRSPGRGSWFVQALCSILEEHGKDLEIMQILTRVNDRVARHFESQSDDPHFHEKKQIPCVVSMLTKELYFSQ
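Assay system – Uncleavable procaspase-7 mutant enzyme · Quantity – 2 µM procaspase-7 mutant as dispensed · Times – 1 h preincubation, 2 h reaction · Dosing – single nominal 8.5 µM compound dose, 0.8% DMSO final · Buffer or medium – Zinc-free 50 mM HEPES buffer, pH 7.4, with NaCl and Triton X-100 · Detection – Epi-absorbance of released pNA at 405 nm, two timepoints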
procasp3 activ – procaspase-3 (human) activation | recombinant procaspase-3 D3A, Ac-DEVD-pNA absorbance 405 nm | 330,000 tested, 0.11% active | P42574 | activation, % at 8.5 µM;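 active = activation above the mean of all tested compounds plus 3 SD, cut at about 21% in these data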;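 note: 0% = DMSO alone and 100% = DMSO wells spiked with extra 5 µM PC-3 D3A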
Target sequence (P42574 whole entry D9A/D28A/D175A): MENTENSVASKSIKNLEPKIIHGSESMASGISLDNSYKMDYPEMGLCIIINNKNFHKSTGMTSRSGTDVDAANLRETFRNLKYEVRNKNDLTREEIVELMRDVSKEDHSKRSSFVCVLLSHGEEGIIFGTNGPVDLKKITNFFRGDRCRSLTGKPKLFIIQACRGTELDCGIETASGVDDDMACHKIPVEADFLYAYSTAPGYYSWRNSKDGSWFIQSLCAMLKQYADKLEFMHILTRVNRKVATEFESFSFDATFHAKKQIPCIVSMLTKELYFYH
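assay system = Procaspase-3 D3A mutant | signal = absorbance at 405 nm, 0 and 120 min | times = 1 h preincubation plus 2 h reaction at 25 °C | repeats = single replicate | read-out = % activation between DMSO and enzyme-spiked controls | medium = Zinc-free HEPES saline buffer with Triton X-100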
RPL19A TOR yeast – alters RPL19A-GFP fluorescence in TOR pathway yeast screen; S. cerevisiae RPL19A-GFP strain, flow cytometry, 3 h; hits give low values; percent response vs DMSO, % at 10 µM; 330,000 tested, 0.3% active;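 active = percent response vs DMSO below 50%; inconclusive = fewer than 70 events counted for the yeast strain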;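 note: median channel GFP fluorescence of the barcoded RPL19A-GFP strain; ratio of sample median GFP to plate DMSO average so 100% = DMSO; lower means less RPL19A-GFP as with rapamycin TOR inhibition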
* hit, by the source's call; ? = inconclusive; [ ] = another dose, or the depositor's remark. Hits appear at their usual frequency; overall some 3.5% were active at least once.

entry	SMILES	AGP1 TOR yeast	AHR activator	MEP2-GFP yeast	CIT2-GFP yeast	LAP4 TOR yeast	proCasp7 act	procasp3 activ	RPL19A TOR yeast
1	Cc1cc(C)n(-c2ccn(Cc3ccc(Cl)cc3Cl)c(=O)n2)n1	100	4	100	99	105	-10	-2	97
2	CS(=O)(=O)N(CC(=O)Nc1ccccc1C(=O)N1CCOCC1)c1ccc(Cl)cc1	104	-2	96	98	99	-6	6	98
3	CN(C)S(=O)(=O)c1ccc(C(=O)NC(=O)CSc2ccccc2)cc1	97	-1	97	91	102	4	6	98
4	O=C(NC1CCCC1)C(Cc1ccccc1)n1cccc1 (configuration not stated)	110	-1	102	103	109	4	-2	111
5	O=C(NCCCc1ccccc1)c1ccc(CS(=O)Cc2ccc(Cl)cc2)o1 (configuration not stated)	108	2	105	105	107	0	4	105
6	Cc1cc(OC(=O)c2cccc(F)c2)c([N+](=O)[O-])c(=O)[nH]1	107	1	106	99	108	-1	1	99
7	CCn1c(SCC(=O)NCc2ccc3c(c2)OCO3)nnc1-c1cccs1	99	2	102	93	100	7	-9	98
8	Cc1ccc(C)c(NC(=O)c2ccccc2O)c1	88	39	97	97	98	8	4	99
9	COc1ccc(CNC(=O)CC2(CC(=O)O)CCCCC2)cc1	101	1	100	109	90	-4	-4	105
10	Cc1cc(C)c(S(=O)(=O)NCc2ccccn2)c(C)c1	89	1	93	94	87	-6	-3	94
11	CNCc1ccccc1OCc1ccccc1F	101	21	112	103	100	-8	-6	102
12	CCN=C1SC(C(=O)Nc2cc(Cl)cc(Cl)c2)CC(=O)N1CC (configuration not stated)	97	1	92	91	108	1	7	98
13	COCC1CCN(C(=O)c2cc(COc3ccccc3SC)on2)C1 (configuration not stated)	100	1	101	99	103	0	-1	108
14	CCOC(=O)N1CCC(NC(=O)CCC(=O)N2CC(C)Oc3ccc(C)cc32)CC1 (configuration not stated)	100	-1	103	102	97	8	1	100
15	COCCN(CCOC)C(=O)c1ccc(SCc2ccc(C)cc2)c([N+](=O)[O-])c1	105	0	111	103	115	4	-2	100
16	COC(=O)c1c(NC(=O)CSc2nc(-c3ccco3)cc(C(F)(F)F)n2)sc2c1CCCC2	102	3	103	96	94	4	2	97
17	O=C(NC(=S)Nn1cnnc1)c1ccccc1Cl	114	0	109	96	110	-26	-13	117
18	Cc1ccc(C(=O)Nc2nc3n(n2)C(c2ccccc2)CC(=O)N3)cc1 (configuration not stated)	106	2	98	98	109	-9	2	96
19	O=C(C1CCN(S(=O)(=O)N2CCOCC2)CC1)N1CCN(c2ccc(F)cc2)CC1	?	0	?	89[may fluoresce red]	?	11	-3	?
20	COc1ccc(N2CCN(C(=O)COC(=O)c3c(-c4ccccc4)noc3C)CC2)cc1	91	0	97	93	90	0	7	92
21	O=C(Nc1ccccc1C(=O)O)c1ccc(Br)c(S(=O)(=O)NCc2ccccc2)c1	95	2	105	100	88	-3	3	102
22	O=C(NCc1ccccc1)c1ccco1	106	-1	104	112	111	5	0	104
23	CC(NC(=O)c1ccco1)C(=O)OCC(=O)N1CCCCCC1 (configuration not stated)	93	0	94	79	89	10	4	93
24	Cc1ccc(SCCNC(=O)/C=C/c2cccc([N+](=O)[O-])c2)cc1	94	0	95	86	93	15	0	96
25	Cc1ccc(C)c(NC(=O)COC(=O)CC2CC3CCC2C3)c1 (configuration not stated)	105	1	105	106	105	10	4	100
26	CN(Cc1ccccc1)c1nc(-c2ccc([N+](=O)[O-])cc2)nc2ccccc12	95	1	97	85	114	-4	4	99
27	O=C(CSc1ccccn1)c1ccc2c(c1)OCO2	101	7	101	81	98	-11	0	108
28	O=C(CCCCCN1C(=O)c2ccccc2C1=O)Nc1cccc(O)c1	92[may fluoresce violet]	2	102[may fluoresce violet]	?	94[may fluoresce violet]	2	-2	101[may fluoresce violet]
29	Cc1cc(C(=O)NNC(=S)NCC2CCCO2)cs1 (configuration not stated)	104	-4	108	93	105	1	5	97
30	NC(=O)CN1CCN(c2cccc(Cl)c2)CC1	103	-2	95	95	106	8	6	97
31	CCN(CCCNC(=O)CCCOc1cc(=O)n(C)c2ccccc12)Cc1ccccc1	97	-2	98	97	91	1	8	103
32	Cc1ccccc1Nc1nnc(SCC(=O)NC(=O)NCc2ccco2)s1	105	0	107	107	107	-10	-9	101
33	O=S(=O)(c1ccc(F)cc1)N1CC=C(c2ccccc2)CC1	111	-1	94	96	119	-3	7	101
34	COc1ccc(C(=O)NCC(=O)NCC(=O)OCc2ccc(Cl)cc2)cc1	96	0	106	101	100	-6	5	108
35	CCCNC(=S)Nc1cc2oc3ccccc3c2cc1OC	91	53*	102	93	113	-4	-6	98
36	CC(=O)c1cccc(NC(=O)[C@@H](NC(N)=O)C(C)C)c1	103	3	112	102	100	12	4	104
37	Cc1cccc(OCc2nnc(SCC(=O)N3CCCC3)n2C)c1	86	-2	91	90	82	7	-2	85
38	CCc1ccccc1NC(=O)CCCSc1nc2ccccc2s1	103	4	97	92	102	2	4	101
39	COc1cc2c(cc1OC)C(Cc1ccc(O)cc1)N(C)CC2 (configuration not stated)	99	-3	100	107	103	0	7	104
40	O=C(Nc1cccc(-c2csc(Nc3ccccc3)n2)c1)c1cc([N+](=O)[O-])cc(C(F)(F)F)c1	85	31	92	71	106	2	3	100
41	COc1cc2c(cc1OC)C(C(=O)N1CCCCC1)C(c1ccccc1F)N(C)C2=O (configuration not stated)	103	-1	99	99	97	3	3	100
42	CN(C)S(=O)(=O)c1ccc(Cl)c(C(=O)Nc2cccc([N+](=O)[O-])c2)c1	106	3	92	104	99	6	1	101
43	O=C(c1cc2n(n1)C(C(F)(F)F)CC(c1ccco1)N2)N1CCc2ccccc2C1 (configuration not stated)	109	10	103	103	100	6	-4	106
44	Cc1ccc(-c2cc3nc(-c4ccc(Br)cc4)cc(N)n3n2)cc1	101	13	109	92	124	1	-1	99
45	CCC1C(=O)n2nc(-c3ccccc3)cc2N=C1C (configuration not stated)	107	51*	99	103	102	1	0	102
46	Cc1cnc(=O)[nH]c1SCc1cccc([N+](=O)[O-])c1	100	5	98	94	100	-4	1	94
47	O=C(O)CCC(=O)N1CCc2cc(S(=O)(=O)NCc3cccs3)ccc21	105	0	110	108	98	-4	-3	104
48	COc1ccc(C(=O)COC(=O)c2ccccc2NS(=O)(=O)c2ccc(O)c([N+](=O)[O-])c2)cc1	95	0	94	94	97	8	-4	97
49	Cc1nnc(NC(=O)c2csc3c2CCC(C)C3)s1 (configuration not stated)	92	15	101	79	155*	0	5	92
50	CCOC(=O)c1ccc(CC2S/C(=C(\C#N)C(C)=O)NC2=O)cc1 (configuration not stated)	95	0	96	104	92	-16	-7	99
51	CCOc1ccc(NS(=O)(=O)c2ccc3c(c2)CCN3C(=O)C2CCC2)cc1	109	0	108	108	104	3	5	107
52	COc1ccc(/C=C/c2ccc3cccc(O)c3n2)c(OC)c1OC	97	-1	97	109	113	-1	-2	98
53	COC(c1ccccc1)c1nnc(CCC(=O)NCCCc2ccccc2)o1 (configuration not stated)	94	4	95	89	102	2	-4	99
54	O=C(CCc1ccccc1)n1nc(-c2ccccc2)nc1NCc1ccco1	90	4	103	92	91	-2	-17	96
55	COc1ccc(CNC(=O)CSc2nc(C)cs2)cc1	102	0	109	106	97	6	7	99
56	CCc1nn2c(NCCOC)cc(C)nc2c1-c1ccc(F)cc1	100	9	100	106	99	9	2	103
57	CN(Cc1ccccc1)C(=O)CN(Cc1ccccc1)S(C)(=O)=O	93	1	92	86	89	-1	4	91
58	O=C(NCCN1CCOCC1)c1cc(-c2ccccc2Cl)nc2ccccc12	111	3	108	106	101	7	-8	104
59	CCOC(=O)c1c(CN2CCN(c3ccccc3)CC2)oc2cc(Br)c(O)cc12	103	1	109	114	101	2	-4	102
60	COc1ccc(-c2[nH]ncc2CNCCn2cccn2)c(F)c1	102	2	103	100	105	2	4	102

Remaining list, next part
entry	SMILES	AGP1 TOR yeast	AHR activator	MEP2-GFP yeast	CIT2-GFP yeast	LAP4 TOR yeast	proCasp7 act	procasp3 activ	RPL19A TOR yeast
61	C1=CC2CC1CC2CN1CCN(Cc2ccccc2)CC1 (configuration not stated)	117	2	92	99	93	5	-3	92
62	Cc1cc(Br)ccc1NC(=O)CN(C)C(=O)c1ccc2ccccc2n1	102	36	101	92	99	1	1	98
63	CCOC(=O)c1cnn(-c2nc(-c3ccc(F)cc3)cs2)c1C(F)(F)F	99	6	103	106	97	-4	-13	100
64	O=C(/C=C/c1cccs1)N1CCC2(CC1)Oc1ccc(F)cc1C(=O)C21CC(c2ccccc2)=NO1 (configuration not stated)	90	2	98	99	140	-4	-2	103
65	CCOc1cc(C2C(C(C)=O)=C(O)C(=O)N2CCc2c[nH]c3ccccc23)ccc1O (configuration not stated)	102	1	94	98	91	-4	2	93
66	Cc1cccc(NC(=O)N2CCC(c3nc4ccccc4o3)CC2)c1	92	-2	95	100	108	7	7	98
67	CC(=O)C[C@H]1c2cc(C(F)(F)F)ccc2S(=O)(=O)N1Cc1ccccc1	82	2	94	73	101	0	10	94
68	Cc1cc2cc(CNC(=O)c3cccc([N+](=O)[O-])c3)ccc2n1C	115	4	103	127	114	-10	9	111
69	CCOC(=O)c1cc(-c2ccc(N3CCOCC3)cc2)nn1-c1ccc(F)cc1F	87	18	101	96	93	-6	-7	97
70	Cc1ccc(C)c(NC(=O)CN(C)C(=O)c2ccc(-c3ccc(Cl)cc3)o2)c1	97	5	104	99	108	-5	-2	106
71	COc1ccccc1NC(=O)CCc1nc(-c2cccs2)no1	87	15	89	77	101	-6	-5	89
72	Cc1cc(Cl)ccc1NC(=S)NC1CCCC1	93	2	110	97	93	2	7	100
73	COc1ccc(NC(=O)CNC(=O)N2CC(=O)Nc3ccccc32)cc1OC	100	16	112	105	92	1	6	94
74	C[N+]1(CCOc2ccc([N+](=O)[O-])cc2)CCOCC1	106	-1	103	106	105	-13	-5	102
75	CCOC(=O)N1CCC(N2CCN(Cc3ccc(C)o3)C(CCO)C2)CC1 (configuration not stated)	112	1	125	114	120	-1	3	109

Along the list, as entered above.
Nos. 62–73 in CIT2-GFP yeast: 92, 106, 99, 98, 100, 73, 127, 96, 99, 77, 97, 105
Nos. 62–73 in procasp3 activ: 1, -13, -2, 2, 7, 10, 9, -7, -2, -5, 7, 6
Nos. 62–73 in RPL19A TOR yeast: 98, 100, 103, 93, 98, 94, 111, 97, 106, 89, 100, 94

Remaining list, next part.
entry	SMILES	AGP1 TOR yeast	AHR activator	MEP2-GFP yeast	CIT2-GFP yeast	LAP4 TOR yeast	proCasp7 act	procasp3 activ	RPL19A TOR yeast
76	CC(C)(C)NC(=O)C(c1ccccc1)N(C(=O)C1CSC(=O)C1)c1ccccc1 (configuration not stated)	108	-1	113	107	106	6	0	103
77	O=C(Cn1cnc2c(oc3ccccc32)c1=O)NCc1ccccc1	106	-1	92	92	97	2	2	99
78	O=C(/C=C/c1cccs1)NC(=S)Nc1ccc(C(=O)O)cc1	113	1	105	80	100	2	4	101
79	CN(C(=O)COC(=O)CNC(=O)c1ccc(C(C)(C)C)cc1)c1c(N)n(Cc2ccccc2)c(=O)[nH]c1=O	104	0	102	105	110	-9	8	101
